# High-throughput results as filed in PubChem.
# PERK inhibitor: human PERK inhibition, primary cell-based screen; CHO PERK-DD fusion, SEAP luminescence translation reporter; inhibition, % at 5.6 µM; actives 0.17% (n = 220,000);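 active means inhibition above the mean inhibition of all tested compounds plus 3 SD, set separately per screening campaign, cut at about 2.9% in these data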;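 further: PERK kinase domain activated by AP20187 dimerizer at 100 nM; 0% = DMSO with dimerizer and 100% = rapamycin at 8.4 µM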
# MDM2 E3 inh: Mdm2 E3 ligase (human) inhibition. Q00987. cell-based MDM2 ubiquitination luciferase reporter, 2 h; 0 = plate control, 100 = twice control, blank-subtracted. signal enhancement, % at 5 µM. actives 0.11% (n = 210,000). AID 1230;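 active means signal enhancement of 30% or more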;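 further: luminescence tracks abundance of the self-degrading MDM2-luciferase fusion protein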
#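 test system = mammalian cells stably expressing self-ubiquitinating, self-degrading MDM2 E3–luciferase fusion | quantity = 2000 cells/well | incubation = cell settling 4 h, compound treatment 2 h, both 37 °C | signal = luminescence with SteadyLite reagent, 15 min at room temperature | evaluation = % enhancement relative to plate controls after blank subtraction | benchmarks = plate controls and plate blanks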
# NPY2 pot ag: potentiates or activates human NPY-Y2 receptor; P49146; cells expressing NPY-Y2, potentiator/agonist read-out; activation, % at 3.6 µM; actives 0.45% (n = 220,000); AID 1359; in the data active means activation above about 27%;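 further: cells stimulated with NPY near EC25 plus isoproterenol at EC100; 0% = vehicle plus submaximal agonist and 100% = vehicle plus saturating agonist; some results beyond the cut were filed as inactive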
# Wee1 stabilizer: inhibitors of human Wee1 degradation | P30291 | HeLa Luc-Wee1K328M stability, luciferase luminescence; 100% = proteasome inhibitor MG132 effect | reporter increase, % at 5 µM | actives 1.2% (n = 220,000);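 active means activation above the mean of all tested compounds plus 3 SD, set per screening run, cut at about 8.8% in these data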;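 further: cells exposed to compound for 20 h before luminescence read; 0% = DMSO alone and 100% = MG132 at 30 µM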
# eIF4E 4G PPI: inhibitors of eIF4E and eIF4G interaction in translation initiation. actives 0.37% (n = 220,000). AID 782. inhibition, % at 21.7 µM. P63073+Q04637. TR-FRET eIF4E-eIF4GI(517-606) binding, 2 h;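 active means inhibition above about 30%, limit read from the data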;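 further: 0% = full FRET control wells and 100% = background wells lacking eIF4GI fragment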
# Target sequence (P63073 whole entry, looked up, the tested form may be a part): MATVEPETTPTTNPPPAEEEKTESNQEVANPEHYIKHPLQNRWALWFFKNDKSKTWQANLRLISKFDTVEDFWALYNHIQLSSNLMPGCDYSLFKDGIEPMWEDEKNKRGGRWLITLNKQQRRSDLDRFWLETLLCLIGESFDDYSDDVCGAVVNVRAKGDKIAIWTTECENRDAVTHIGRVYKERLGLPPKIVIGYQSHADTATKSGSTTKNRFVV
# Target sequence (Q04637 whole entry, looked up, the tested form may be a part): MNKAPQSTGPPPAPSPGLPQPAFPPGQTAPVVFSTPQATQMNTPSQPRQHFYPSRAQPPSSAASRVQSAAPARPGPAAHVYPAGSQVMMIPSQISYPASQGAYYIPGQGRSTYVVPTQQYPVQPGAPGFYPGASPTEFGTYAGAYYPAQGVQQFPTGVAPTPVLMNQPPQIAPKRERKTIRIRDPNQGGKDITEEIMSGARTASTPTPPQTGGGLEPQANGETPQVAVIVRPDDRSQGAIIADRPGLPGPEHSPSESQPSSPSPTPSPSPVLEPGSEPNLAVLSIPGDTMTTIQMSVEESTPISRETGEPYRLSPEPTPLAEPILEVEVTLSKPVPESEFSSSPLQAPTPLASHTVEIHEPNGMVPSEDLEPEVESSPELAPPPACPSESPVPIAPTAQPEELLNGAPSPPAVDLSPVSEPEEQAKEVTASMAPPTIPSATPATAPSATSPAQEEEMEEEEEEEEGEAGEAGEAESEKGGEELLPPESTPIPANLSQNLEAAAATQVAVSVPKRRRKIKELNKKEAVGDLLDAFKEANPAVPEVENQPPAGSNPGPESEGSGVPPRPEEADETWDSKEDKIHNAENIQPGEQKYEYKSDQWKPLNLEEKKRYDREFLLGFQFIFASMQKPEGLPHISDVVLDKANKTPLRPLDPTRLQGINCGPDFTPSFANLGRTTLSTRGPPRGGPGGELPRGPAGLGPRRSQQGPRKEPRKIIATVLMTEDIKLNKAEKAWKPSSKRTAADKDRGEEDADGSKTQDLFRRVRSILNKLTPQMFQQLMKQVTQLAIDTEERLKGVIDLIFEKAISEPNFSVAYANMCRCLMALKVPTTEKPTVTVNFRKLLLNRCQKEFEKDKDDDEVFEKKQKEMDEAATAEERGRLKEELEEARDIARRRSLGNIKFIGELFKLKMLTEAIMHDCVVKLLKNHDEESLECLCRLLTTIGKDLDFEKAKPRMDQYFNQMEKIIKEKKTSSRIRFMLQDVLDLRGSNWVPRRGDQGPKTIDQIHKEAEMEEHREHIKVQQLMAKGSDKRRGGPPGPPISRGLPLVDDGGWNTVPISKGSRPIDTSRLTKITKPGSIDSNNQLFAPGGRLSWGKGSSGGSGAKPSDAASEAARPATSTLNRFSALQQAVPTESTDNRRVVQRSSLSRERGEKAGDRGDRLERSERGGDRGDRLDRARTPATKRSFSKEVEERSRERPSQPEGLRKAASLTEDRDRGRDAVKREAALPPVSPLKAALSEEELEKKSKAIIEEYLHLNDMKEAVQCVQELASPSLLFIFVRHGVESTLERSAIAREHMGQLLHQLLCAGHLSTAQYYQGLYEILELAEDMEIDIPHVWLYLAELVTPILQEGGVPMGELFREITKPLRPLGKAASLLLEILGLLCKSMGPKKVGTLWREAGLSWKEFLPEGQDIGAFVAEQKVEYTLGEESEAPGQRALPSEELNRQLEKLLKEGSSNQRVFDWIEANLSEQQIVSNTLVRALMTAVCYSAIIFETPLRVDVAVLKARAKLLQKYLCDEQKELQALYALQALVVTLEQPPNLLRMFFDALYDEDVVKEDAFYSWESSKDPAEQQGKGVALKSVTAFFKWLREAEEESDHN
# S1P4 antag: blocks the human S1P4 receptor. S1P4-expressing cells, antagonist mode, reporter read-out. AID 1510. actives 0.26% (n = 220,000). inhibition, % at 4.98 µM. O95977; in the data active means inhibition above about 29%;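 further: 0% = wells stimulated with agonist and 100% = vehicle wells without agonist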
# BaF3 tox: counter-screen for JAK2V617F inhibitors: parental Ba/F3 viability inhibitors. CellTiter-Glo ATP luminescence. inhibition, % at 5.6 µM. actives 1.1% (n = 220,000);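 active means inhibition above a per-campaign cutoff, the mean inhibition of all tested compounds plus 3 SD, cut at about 27% in these data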;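 further: 0% = DMSO wells and 100% = JAK Inhibitor I control wells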
# Ba/F3 V617F tox: reduce viability of Ba/F3 cells dependent on JAK2V617F; Ba/F3 EpoR-JAK2V617F viability, ATP luminescence; inhibition, % at 5.6 µM; actives 1.1% (n = 220,000);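 active means inhibition above the campaign mean plus 3 SD over all tested compounds, cut at about 24% in these data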;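 further: cytokine-independent growth of Ba/F3 cells driven by EpoR plus mutant JAK2; 0% = DMSO-treated cells and 100% = JAK inhibitor I control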
# S1P4 ag: human S1P4 receptor agonism; S1P4-expressing cell line, agonist reporter assay; activation, % at 4.98 µM; actives 0.35% (n = 220,000); in the data active means activation above about 11%;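 further: 0% = DMSO vehicle and 100% = reference agonist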
# Active calls of the source: *; . = not tested or not shown; [ ] = another dose, or the depositor's remark.
# Below each compound – PERK inhibitor	MDM2 E3 inh	NPY2 pot ag	Wee1 stabilizer	eIF4E 4G PPI	S1P4 antag	BaF3 tox	Ba/F3 V617F tox	S1P4 ag
> CCOc1ccc(NC(=O)C(=O)N/N=C/c2cccnc2)cc1
 : 1.8	.	7.9	-2.1	3.4	-2.9	-4.8	-5.7	1.1
> COc1ccc(/C=N/NC(=O)C(=O)N2CCN(c3ccccc3OC)CC2)cc1
 : 0.5	-1.5	3.6	1.7	0.1[fluorescence artefact?]	3.6	-2.6	-5.5	-0.8
> COC(=O)c1cnn2c(C(F)(F)F)cc(-c3ccc(F)cc3)nc12
 : -0.7	-2.5	20.1	2.6	3.5[fluorescence artefact?]	0.4	5.1	-0.9	0.7
> CC(=O)Nc1cc(OC(C)=O)c2nonc2c1OC(C)=O
 : -0.7	.	-27.1	-4.6	.	108.9*	103.2*	101.3*	-2.9
> COc1ccc(-n2c(=O)c3ccccc3n(Cc3ccc(F)cc3)c2=O)cc1OC
 : -0.3	-11.6	2.5	-3.0	7.2	-6.6	5.8	2.6	0.2
> O=C(Nc1ccc(N2CCOCC2)cc1)Nc1ccc(Cl)c(Cl)c1
 : -1.9	-5.5	-2.7	-2.1	6.7[fluorescence artefact?]	6.6	5.3	4.1	-0.2
> CCOC(=O)CNc1nc(Cl)nc(N2CCCCC2)n1
 : -0.7	7.8	-2.8	-2.1	1.0	9.6	-0.8	0.6	0.7
> O=C(N/N=C/c1cc2c(cc1Cl)OCO2)c1ccncc1
 : 0.5	-7.5	3.2	-4.6	-0.4	-0.6	4.2	0.2	0.9
> CSc1ccccc1NC(=O)CN1CCN(Cc2ccccc2)CC1
 : -0.4	-13.3	-4.3	-1.8	3.3	-8.6	2.8	3.7	-1.0
> Cc1ccccc1-n1cc[nH]c1=S
 : 1.7	-1.9	14.2	-0.1	-2.3	-34.8	1.0	-3.1	0.1
> C[C@H]1C=C(C(=O)NCc2ccccc2)O[C@@H](OCc2ccc(CO)cc2)C1
 : 0.1	.	-16.6	0.0	2.0	0.2	-1.3	-0.5	-1.8
> COc1ccc(C2C(C#N)=C(SCC(=O)Nc3ccc(C)cc3)NC3=C2C(=O)CC(C)(C)C3)cc1 (centres undefined)
 : 0.1	-18.9	9.7	-0.4	-1.9[fluorescence artefact?]	-38.1	2.8	-1.2	0.5
> CC[N+](C)(C)Cc1ccccc1Br
 : 1.3	.	10.0	-2.3	-0.1	-12.2	3.6	-2.9	1.8
> COC(=O)c1ccc(/C=N/OCC(=O)NC2CCCC(C)C2C)cc1 (centres undefined)
 : 0.1	-15.1	-0.7	-0.9	-0.2	10.1	2.2	0.5	-1.5
> O=C(NCCCN1CCOCC1)C(=O)NCCc1ccccc1
 : 0.6	-5.7	-3.0	5.5	-2.6	-12.5	7.4	1.8	-1.8
> Cc1cccc(N(CC(=O)NC2CCCC2)C(=O)CS(=O)CC(=O)Nc2ccc3c(c2)OCO3)c1C (centres undefined)
 : -0.9	.	9.3	-0.1	-4.4	-20.1	2.7	4.6	0.5
> CC(=O)N1CCN(c2ccc(NC(=O)c3ccc(C(C)(C)C)cc3)cc2)CC1
 : -0.8	-17.1	3.2	5.3	-18.8	-24.4	3.8	-2.4	3.9
> O=C(NCCN1C(=O)S/C(=C\c2ccc(Cl)c(Cl)c2)C1=O)c1cnccn1
 : 1.0	-6.9	10.2	-2.3	9.7	-3.3	3.6	2.2	-0.8
> Cc1nc(N2CCOCC2)sc1C(=O)NN
 : 0.6	-3.0	1.8	-4.0	-4.8	0.9	3.8	-1.8	0.9
> O=C(N/N=C/c1ccccn1)c1ccc2nc[nH]c2c1
 : 0.2	-4.6	2.1	2.2	-4.6	4.6	-1.4	2.3	0.4

# The closing 2 compounds of the section above open the next one:
# Below each compound – PERK inhibitor	MDM2 E3 inh	NPY2 pot ag	Wee1 stabilizer	eIF4E 4G PPI	S1P4 antag	BaF3 tox	Ba/F3 V617F tox	S1P4 ag
> Cc1nc(N2CCOCC2)sc1C(=O)NN
 : 0.6	-3.0	1.8	-4.0	-4.8	0.9	3.8	-1.8	0.9
> O=C(N/N=C/c1ccccn1)c1ccc2nc[nH]c2c1
 : 0.2	-4.6	2.1	2.2	-4.6	4.6	-1.4	2.3	0.4
> Nc1c(C(=O)c2ccc(Br)cc2)oc2ccccc12
 : 1.4	-17.7	0.1	-1.9	-1.1[fluorescence artefact?]	1.6	5.0	-2.2	1.7
> Cc1ccc(C)c(NC(=S)NCCN(C2CCCCC2)C2CCCC2)c1
 : -0.3	-10.6	-23.4	-2.5	96.6*	18.3	13.3	2.6	-0.8
> O=C(COC(=O)c1ccc(Cl)nc1)Nc1ccc2c(c1)OCO2
 : 0.6	-15.8	-6.3	-1.1	0.7	-11.1	6.7	-2.1	1.2
> O=C(Nc1cccc(Br)c1)c1cc2ccccc2o1
 : 0.2	-4.8	-11.5	5.1	0.4	12.0	-1.6	-2.5	-0.1
> CC(=O)c1cc(-c2ccccc2)n(CC(=O)N2CCCCC2)c1C
 : -0.9	-7.9	8.0	3.3	-0.3	-5.6	-1.4	-4.2	1.2
> COc1ccc(CN2CCN(S(=O)(=O)c3ccccc3)CC2)c(OC)c1
 : -0.7	-13.2	-22.3	-1.2	-2.3	-5.2	3.7	-1.2	1.6
> CC1CN(C(=O)c2cc3cc([N+](=O)[O-])ccc3oc2=O)CC(C)O1 (centres undefined)
 : 0.0	-11.1	9.6	-0.8	3.4	-0.9	0.2	-2.3	-0.8
> COC(=O)C(=Cc1ccc(OCc2ccc([N+](=O)[O-])cc2)c(OC)c1)C(=O)OC
 : -0.8	10.1	-16.8	3.2	-0.3	3.6	0.2	1.8	0.7
> CCOC(=O)c1c(NC(=O)Nc2ccc(F)cc2)sc2c1CCN(C)C2
 : -0.3	-11.0	8.3	4.5	-2.0	-2.8	3.0	-1.3	2.3
> CNS(=O)(=O)c1cc(N(C)S(=O)(=O)c2ccc(C)cc2)c(C)cc1C
 : -0.6	-3.0	-0.5	1.3	0.5	4.3	6.3	2.3	-0.1
> Cc1ccccc1NC(=O)COC(=O)CNC(=O)c1sc2ccccc2c1Cl
 : 0.3	-0.5	-16.9	1.5	-0.8	-9.6	-3.2	-2.4	-0.2
> CCCCNC(=O)CNC(=S)N(CCCN1CCOCC1)Cc1cccs1
 : 0.1	-11.5	7.4	-0.9	0.9	-15.3	8.9	1.2	-0.2
> Cn1ccnc1SCc1cc(=O)[nH]c2ccccc12
 : 0.2	-5.6	-10.3	-2.7	1.4	-11.1	7.2	2.4	-1.9
> Cn1c(=O)c2c(nc(N3CCOCC3)n2C/C=C/c2ccccc2)n(C)c1=O
 : 0.3	-11.8	9.1	0.3	-1.4	-6.7	3.7	2.9	1.2
> Cn1c(N)c(C(=O)COC(=O)CCOc2ccc(C(C)(C)C)cc2)c(=O)n(C)c1=O
 : 0.4	-7.2	-0.5	0.4	3.5	0.0	-1.2	-4.1	0.4
> CC1CCN(c2ccccc2NC(=O)c2ccc(C#N)cc2F)CC1
 : 1.6	-7.1	-7.3	2.8	-2.7	-8.7	5.3	0.2	1.5
> O=C(NCCCc1ccccc1)Nc1ccccc1
 : 1.1	-1.3	7.1	-2.9	-3.7	-8.2	-0.8	-2.9	-0.1
> O=C(Cc1ccccc1)N[C@@H](Cc1ccccc1)c1nc2ccccc2[nH]1
 : 0.3	-4.2	-19.9	-2.1	5.0	-4.7	10.5	-0.5	-0.5
> C/C(=N\NC(=O)CNc1ccccc1)c1ccccc1
 : -0.3	-4.9	-13.5	4.2	-3.0	-9.8	0.8	6.2	1.8
> CCCCC(C(=O)O)C(C)CC(=O)Nc1ccn(-c2ccccc2)n1 (centres undefined)
 : 0.8	-13.1	-26.7	2.2	-7.3[fluorescence artefact?]	-21.4	1.2	-2.0	0.9
> Cc1cccc(C)c1NC(=O)NC1(C(=O)NCCCN2CCOCC2)CCCCC1
 : -0.1	-9.0	-1.6	-1.8	1.3	3.9	-0.1	-5.9	2.6
> c1cncc(-c2nc(-c3ccco3)cs2)c1
 : 1.3	-5.5	-6.0	-1.5	15.4	-0.3	-2.8	-3.4	2.5
> Cc1ccc(-c2csc3ncnc(N4CCN(C(=O)c5ccccc5)CC4)c23)cc1
 : -3.2	-19.5	-2.5	6.0	-2.8	-5.3	6.8	5.5	-0.1
> CCOC(=O)c1cccc(P(=O)(C(C)(C)C)C(C)(C)C)c1
 : -0.3	-12.1	4.8	3.5	0.7	-17.3	3.9	0.8	-0.9
> O=C(O)c1cnc(-c2ccccc2)nc1Sc1ccccc1Cl
 : 0.2	-18.1	5.5	-0.9	3.9	-12.3	0.9	-6.3	-1.4
> Cc1ccc(S(=O)(=O)N2CCC(C(=O)OC(C)C(=O)NC(N)=O)CC2)cc1C (centres undefined)
 : 0.9	.	3.9	1.5	-10.1	-3.3	-6.4	-2.7	0.5
> O=C(N/N=C/c1ccco1)c1cccc(N2Cc3ccccc3C2)c1
 : 1.2	-1.6	4.3	0.6	7.4	11.8	-0.1	-1.9	-0.1
> CCc1cc(=O)oc2c(CN3CCCC3)c(O)c(Cl)cc12
 : 0.0	-9.3	1.1	0.2	.	-11.9	2.4	-4.2	3.5
> CCc1ccc2c(c1)C(c1ccc([N+](=O)[O-])cc1)=NNC(c1ccccc1)=N2
 : -0.4	-1.5	7.5	-0.2	4.9[fluorescence artefact?]	0.1	6.9	0.7	-0.5
> CCN(CCCNC(=O)CN1C(=O)COc2ccccc21)c1ccccc1
 : -0.9	-14.1	10.4	2.4	8.3[fluorescence artefact?]	-5.6	8.5	3.7	0.0
> COc1ccc(N2C(=O)CC(N3CCN(S(=O)(=O)c4c(F)cccc4F)CC3)C2=O)cc1OC (centres undefined)
 : -0.2	7.4	3.3	-2.5	0.3	-11.5	1.1	-2.9	-0.6
> Cc1ccc2cc(/C=N/NC(=O)[C@H](C)NC(=O)OC(C)(C)C)c(Cl)nc2c1
 : -0.2	-4.2	4.5	-2.0	9.4	-2.1	8.2	-0.4	-0.1
> CC1(C(=O)NCCc2c[nH]c3ccccc23)C=CCN1C(=O)c1ccccc1 (centres undefined)
 : -0.1	.	3.6	0.6	4.5	18.8	-0.4	-3.3	0.0
> O=C(CC1(O)C(=O)Nc2ccccc21)c1ccc(-n2cccc2)cc1 (centres undefined)
 : 0.8	9.0	10.0	-1.6	-1.9	-8.5	2.7	0.7	-3.5
> CCOC(=O)c1c(C)c(C(=O)NCCCOC)c(C)n1C
 : -0.5	-11.1	11.8	-1.3	4.7	-13.5	-0.2	-0.5	0.9
> NC(=O)C1=C[C@@H](c2coc3ccccc3c2=O)C[C@@H](OCCCCO)O1
 : 0.1	.	2.1	0.7	-2.9	-5.4	-2.2	-1.4	0.1
> Cc1cccc(NC(=O)Cn2cc([N+](=O)[O-])cn2)n1
 : -0.2	-11.0	0.2	-1.2	-0.7	-22.8	-0.8	0.1	0.8
> CSc1nnc(-c2ccccc2)c(=O)[nH]1
 : 1.8	-9.5	-1.9	1.6	2.6	14.0	-2.1	1.3	0.2
> CCOc1ccc(C2C=C(c3ccc(C)cc3)Nc3nnnn32)cc1 (centres undefined)
 : 0.4	-13.9	-6.9	-0.6	-1.6	-1.6	-2.3	-2.7	-1.0
> COC(=O)c1nn(-c2ccc(C)cc2)ccc1=O
 : 0.1	-8.8	4.5	-1.1	2.7	-2.3	4.0	0.5	2.0

# eIF4E 4G PPI: hit marks shown above
mol | PERK inhibitor | MDM2 E3 inh | NPY2 pot ag | Wee1 stabilizer | eIF4E 4G PPI | S1P4 antag | S1P4 ag
Cc1ccc(C)c(NC(=S)NCCN(C2CCCCC2)C2CCCC2)c1 | -0.3 | -10.6 | -23.4 | -2.5 | 96.6* | 18.3 | -0.8
